Vif-A3F inh: inhibitors of Vif-A3F interaction | HeLa A3F-eYFP + Vif (tagged APOBEC3F with the HIV-1 protein that degrades it), YFP fluorescence increase | Potency, µM (series often up to 46.1 µM), without a hit: top-dose activity, negative = active | 0.2% of 390,000 active; further: potency means the concentration at half of the fitted maximal effect; % of control where 0% means no effect; nearly all actives have a fitted effect of over 65% in size
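HeLa cells stably expressing A3F-eYFP plus Vif, plated and incubated overnight at 37 deg C, then exposed to compounds overnight at 37 deg C. Blocked degradation read as raised yellow fluorescence (Ex 488/Em 500-530).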
mIDH1 inhibitor: blocks human mutant IDH1 R132H enzyme; IDH1-R132H enzyme, NADPH consumption, diaphorase/resazurin fluorescence; O75874; 0.093% of 390,000 active; AID 602179; Potency, µM (titrated, usually from 76.6 µM), inactives show at the top dose activity change, negative = inhibition, hits mostly inhibitors; further: potency means the concentration at half of the fitted maximal effect; on the % scale 0 is the no-effect control and ±100 the full control effect; nearly all actives have a fitted effect of over 65% in size
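IDH1-R132H (0.5 ug/mL) preincubated 30 min with compound, then NADPH (0.016 mM) and alpha-KG (2 mM) added; 80 min at RT, pH 7.5. Remaining NADPH coupled via diaphorase/resazurin to fluorescence (540/590 nm); concentration-response curves normalized to no-enzyme control.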
TrxR1 substrate: is turned over as a substrate by rat TrxR1 | purified TrxR1 substrate turnover, NADPH consumption readout | AID 588456 | Potency, µM (highest dose often 114 µM), without a hit: at the highest dose activity change, negative = substrate turnover | 0.01% of 390,000 active; further: potency means the concentration at half of the fitted maximal effect; on the % scale 0 is the no-effect control and ±100 the full control effect; nearly all actives have a fitted effect of over 50% in size
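Rat TrxR1, dispensed at 90 nM, was prereduced with 400 uM NADPH (final) for 5 min at ~22 deg C, then incubated with compound 15 min before 400 uM selenite. A first-read NADPH fluorescence drop versus no-compound background flagged substrates.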
TrxR1 inh: blocks rat thioredoxin reductase 1; recombinant rTrxR1, NADPH fluorescence consumption, selenite substrate; 1% of 390,000 active; Potency, µM (top dose mostly 114 µM), for the others: at the highest dose activity change, negative = inhibition, most hits filed as inhibitors; O89049; further: potency means the concentration at half of the fitted maximal effect; on the % scale 0 is the no-effect control and ±100 the full control effect; nearly all actives have a fitted effect of over 65% in size
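Rat TrxR1 (90 nM in the dispensed reagent) was pre-reduced with 400 uM NADPH for 5 min at room temperature, then incubated with compound for 15 min. After 400 uM selenite was added, NADPH fluorescence (Ex 340/Em 450 nm) was followed for 8 min.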
USP1-UAF1 inh: inhibitors of human USP1/UAF1 deubiquitinase; O94782; recombinant USP1/UAF1, Ub-Rhodamine cleavage fluorescence; Potency, µM (titrated, usually from 57.1 µM), for the others: top-dose activity change, negative = inhibition, actives largely listed as inhibitors; 0.23% of 390,000 active; AID 743255; further: potency means the concentration at half of the fitted maximal effect; on the % scale 0 is the no-effect control and ±100 the full control effect; nearly all actives have a fitted effect of over 60% in size; inactives centre near -12
Target sequence (O94782 whole entry, looked up): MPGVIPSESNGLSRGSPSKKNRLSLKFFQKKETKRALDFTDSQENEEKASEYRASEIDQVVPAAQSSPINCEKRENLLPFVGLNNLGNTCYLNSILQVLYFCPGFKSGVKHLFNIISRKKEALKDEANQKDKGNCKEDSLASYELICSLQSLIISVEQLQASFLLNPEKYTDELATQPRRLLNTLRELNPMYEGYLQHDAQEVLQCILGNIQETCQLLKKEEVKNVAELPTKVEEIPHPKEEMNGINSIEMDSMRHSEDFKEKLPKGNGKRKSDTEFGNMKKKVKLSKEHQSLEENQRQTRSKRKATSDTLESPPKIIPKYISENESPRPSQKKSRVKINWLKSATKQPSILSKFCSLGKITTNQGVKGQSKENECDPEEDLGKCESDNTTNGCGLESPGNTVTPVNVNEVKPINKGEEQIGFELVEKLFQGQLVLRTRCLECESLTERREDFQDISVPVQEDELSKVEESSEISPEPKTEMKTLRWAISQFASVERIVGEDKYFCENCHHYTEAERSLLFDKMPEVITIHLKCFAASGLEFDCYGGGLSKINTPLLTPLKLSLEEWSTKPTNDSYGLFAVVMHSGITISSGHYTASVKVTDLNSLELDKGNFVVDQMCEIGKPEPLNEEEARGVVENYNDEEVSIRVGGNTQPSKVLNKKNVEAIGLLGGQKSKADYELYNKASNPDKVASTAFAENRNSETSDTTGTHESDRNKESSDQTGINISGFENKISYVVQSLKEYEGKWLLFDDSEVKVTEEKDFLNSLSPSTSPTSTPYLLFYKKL
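Step one: compound is pinned into 1nM USP1/UAF1 in HEPES pH 7.8 buffer with TCEP. Step two: 15 min room-temperature incubation. Step three: Ub-Rho (150nM final) starts cleavage, tracked by fluorescence over six one-minute reads.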
LDHA block: blocks human lactate dehydrogenase A. AID 1347041. 0.15% of 480,000 active. activity change, % (values are at about 110 or 230 µM). P00338. purified LDHA, NADH/diaphorase-resazurin fluorescence; active compounds read low; in the data active means activity change below about -30%; inconclusive means mostly about -25% to -30%;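 further: plate controls were DMSO wells for no effect and wells without enzyme for full effect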
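LDH5 2 nM; NADH 0.06 mM, pyruvate 0.2 mM; 200 mM Tris pH 7.4, EDTA, Tween-20; 5 min RT. Detection: diaphorase 0.133 mg/mL + resazurin 37 µM, fluorescence ex540/em590 at 0 and 20 min; normalized to enzyme-free and DMSO wells.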
Vif-APOBEC3G blk: inhibitors of Vif-APOBEC3G interaction. AID 602310. Potency, µM (highest dose often 46.1 µM), without a hit: top-dose activity, negative = active, hits mostly inhibitors. HeLa A3G-eYFP + Vif (tagged APOBEC3G with the HIV-1 protein that degrades it), YFP fluorescence, overnight. Q9HC16. 0.076% of 410,000 active;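 further: potency means the concentration at half of the fitted maximal effect; on the % scale 0 is the no-effect control and ±100 the full control effect; nearly all actives have a fitted effect of over 60% in size; hits raise eYFP signal because A3G escapes Vif-driven loss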
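Read-out is eYFP fluorescence (Ex 488/Em 500-530) from Vif-expressing HeLa A3G-eYFP cells; more signal means A3G escaped Vif-mediated degradation. Cells plated overnight, compound pinned in, incubated overnight at 37 deg C.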
Glioma ERSR ind: induces the endoplasmic reticulum stress response in human glioma cells; 0.02% of 420,000 active; U87-MG GRP78 promoter luciferase reporter, 16 h; Potency, µM, for inactives: top-dose activation, actives largely listed as activators; further: potency means the concentration at half of the fitted maximal effect; series mostly up to about 76 µM; % of control where 0% means no effect; nearly all actives have a fitted effect of over 35% in size
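ERSR induction read as luciferase luminescence (Bright-Glo, 10 min at room temperature) in stably transfected human U87-MG glioma cells exposed to compounds for 16 h, using GRP78 as sensor.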
RGS4 inh: inhibitors of human regulator of G protein signaling 4. Transcreener GDP fluorescence polarization, RGS4-accelerated GTP hydrolysis. Potency, µM (top dose mostly 114 µM), for the others: top-dose activity change, negative = inhibition, hits mostly inhibitors. 0.039% of 390,000 active. AID 504845; further: potency means the concentration at half of the fitted maximal effect; on the % scale 0 is the no-effect control and ±100 the full control effect; nearly all actives have a fitted effect of over 75% in size; some results filed as inactive show a strong effect at the top dose
Target sequence (P49798 whole entry, looked up): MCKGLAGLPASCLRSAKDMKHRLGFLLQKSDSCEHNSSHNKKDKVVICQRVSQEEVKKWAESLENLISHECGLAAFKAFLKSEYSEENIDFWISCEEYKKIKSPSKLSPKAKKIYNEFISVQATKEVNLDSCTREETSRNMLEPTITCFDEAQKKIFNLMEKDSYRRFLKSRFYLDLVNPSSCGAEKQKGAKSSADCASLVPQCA
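MLSMR compounds (23 nl, pin-transferred) preincubated 10 min at room temperature with a 500nM (2x) first reagent, then RGS4 at 900nM (2x) plus Transcreener GDP mix added; fluorescence polarization (620/688 nm) read before and after 90 min at 30 °C.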
Active calls of the source: *; ? = inconclusive; nt = not tested or not shown; & = joins results of further samples; [ ] = dose if it differs, or a comment. Unless noted, the call rests on the fitted dose curve; in most records, active means well fitted curve in the direction sought with a large enough effect; inconclusive means small, poorly fitted or top-dose-only effect, or another doubt; inactive means no such curve, though single readings can be large; an effect the other way counts as inactive or inconclusive. These rows are one share of the data; the hit share may differ from the screen's.

Results follow in this order: Vif-A3F inh, mIDH1 inhibitor, TrxR1 substrate, TrxR1 inh, USP1-UAF1 inh, LDHA block, Vif-APOBEC3G blk, Glioma ERSR ind, RGS4 inh
(1) CCOc1cc(C(=O)N2CCC(CC3CC(c4ccccc4)=NO3)(C(=O)NCc3ccc(OC)cc3)CC2)cc(OCC)c1OCC (stereo not given)
    -2%, 2%, 7%[57.1 µM], 10%[57.1 µM], -23%, -4, -5%, 0%, -13%
(2) COc1cc(/C=C/C(=O)NCC(=O)N2CCC(N(C)CCN3CCOCC3)CC2)ccc1OC(C)C
    ?, 14%, 15%, 0%, -6%, 7, 0%, -3%, -20%
(3) CC(C)CCNC(=O)C12CN(Cc3ccccc3)CC1C(c1ccc([N+](=O)[O-])cc1)=NO2 (stereo not given)
    5%, -13%, 9%[57.1 µM], 0%, -24%, -12, 1%, -5%, -3%
(4) CC(C)NS(=O)(=O)c1ccc(CCC(=O)NCc2ccncc2)cc1
    3%, 1%, 9%, 15%, -9%, 2, -3%, -4%, -7%
(5) O=C(Cc1ccc(-c2ccccc2)cc1)NC1CCCC1
    -3%, -1%, 11%[57.1 µM], 23%[57.1 µM], -17%, -4, 1%, -3%, -25%
(6) O=C(O)c1cnc(-c2ccccc2)nc1Oc1ccc(Cl)cc1
    -1%, -3%, 9%[57.1 µM], 25%[57.1 µM], -14%, -4, -4%, -2%, 20%
(7) C=CCn1c(-c2cnn(-c3ccccc3)c2N)n[nH]c1=S
    -5%, -2%, 4%[57.1 µM], -4%[57.1 µM], -16%, -10, -3%, -1%, -20%
(8) O=C(NCc1ccccc1Cl)C1CCC(CNc2c(N3CCOCC3)c(=O)c2=O)CC1 (stereo not given)
    4%, 2%, -2%, 13%, -12%, -4, 0%, 0%, -25%
(9) CS(=O)(=O)N(CC(=O)N1CCN(c2ccccc2F)CC1)c1ccc2c(c1)OCCO2
    -10%, 2%, 10%, 14%, -12%, -7, 1%, -4%, -9%
(10) C=CCN=C1S/C(=C\N(C)C)C(=O)N1S(=O)(=O)c1ccc(C)cc1
    2%, -8%, -4%, 11%, -21%, -2, 0%, -3%, -13%
(11) CCOc1ccc(NC(=O)CC2C(=O)N(c3ccc(F)cc3)C(=O)N2Cc2ccc(OC)c(OC)c2)cc1 (stereo not given)
    0%, -28%, -9%, -8%, -20%, -1, -2%, 3%, -5%
(12) COc1ccc(OCc2nc3ccccc3n2C(C)C)cc1
    -1%, -1%, -4%, 5%[57.1 µM], -17%, 0, -3%, 0%, 16%
(13) COc1ccc2cc(C(=O)N/N=C/c3sc4ccccc4c3O)ccc2c1
    ?, 4%, -3%, -2%, 28µM*, 0, ?, -3%, -30%
(14) CCOc1ccccc1N1CCN(C(=O)CC(C)(C)C)CC1
    18%, 0%, 4%, 11%, -21%, -2, -9%, -3%, 8%
(15) O=C(CSc1ncc(-c2ccccc2)n1CC1CCCO1)N1CCCCC1 (stereo not given)
    4%, 5%, 2%, 20%, -13%, -2, -1%, -4%, -16%
(16) CCOC(=O)C(Cc1ccccc1)NC(=O)CCc1c(C)nc2nc(C)nn2c1C (stereo not given)
    3%&-2%, -4%&12%, 8%&-6%, 23%&0%, -22%&-14%, -5&-11, -1%&3%, -3%&-2%, 12%
(17) Cc1nc(C)c(C(=O)OCC(=O)N(C)c2ccccc2)s1
    -11%, 6%, -5%, -9%, 0%, -9, 1%, -1%, 7%
(18) C=CC[C@@]12C=C(OC)C(=O)C(OC)=C1O[C@H](c1ccc3c(c1)OCO3)[C@H]2C
    6%, -10%, 5%, -2%, -9%, 10, -5%, -1%, -5%
(19) CCOC(=O)c1sc(NC(=O)CSc2nnnn2-c2ccccc2)nc1C
    -12%, 0%, -6%, -2%, ?, 3, -2%, -2%, 4%
(20) COc1ccc(C(=O)c2coc3ccc(O)c(CN4CCCC4)c23)cc1
    3%, -5%, 12%[57.1 µM], 34%[57.1 µM], -9%, 2, 1%, -2%, -10%
(21) COc1ccc(NC2CCCN(C(=O)c3csc(C(C)C)n3)C2)cc1 (stereo not given)
    -6%, 0%, 5%[57.1 µM], 21%[57.1 µM], -18%, 1, 6%, -3%, -12%[56.9 µM]
(22) Cc1ccccc1Nc1ncnc2[nH]ncc12
    4%, 6%, 1%[57.1 µM], 13%[57.1 µM], -5%, -4, 0%, -3%, -7%
(23) O=C(CCCN1C(=O)c2cccc3cccc(c23)C1=O)N1CCc2ccccc2C1
    -10%, 1%, 19%, 13%, -5%, -2, 2%, -1%, 15%
(24) CCn1c(C)cc(=O)cc1-c1ccc(Cl)cc1
    1%, -16%, 4%, 12%, -23%, -5, -6%, -4%, 25%
(25) Cc1c(NC(=O)CSc2ncccn2)c(=O)n(-c2ccccc2)n1C
    3%, -5%, -1%[57.1 µM], 1%[57.1 µM], -6%, -5, 0%, -2%, -6%
(26) CN1CCN(CCCN2c3ccccc3Sc3ccc(Cl)cc32)CC1
    10%&4%, 10%&1%, 6%[57.1 µM], ?, -15%&-11%, -8&-12, 2%&-3%, -6%&-12%&-4%&-5%&-10%&-5%, ?
(27) S=C(NCCc1c[nH]c2ccccc12)NC1CC1
    12%, 2%, 3%, 3%, -24%, 4, 1%, 0%, -3%
(28) O=C1c2ccccc2C(=O)N1CCC#Cc1ccc2cc(CCO)oc(=O)c2c1
    -1%, 0%, -6%[57.1 µM], 20%[57.1 µM], -27%, 3, -4%, -4%, -19%
(29) CCc1ccc(CNC(=O)c2cnc(N3CCCCC3)c3ccccc23)cc1
    1%, -5%, -4%[57.1 µM], 6%[57.1 µM], -24%, 4, 3%, -4%, 5%
(30) Cc1ccccc1OCc1nc2c3cnn(-c4cccc(F)c4)c3ncn2n1
    nt, nt, 29%, 26%, -2%, -6, nt, nt, 4%
(31) CCCc1cc(=O)oc2cc(OCC(=O)Nc3ccc(CN4CCOCC4)cc3)c(Cl)cc12
    1%, -6%, 0%, 7%, -17%, -5, -1%, -2%, -7%
(32) O=C(CCc1ccccc1)OCC(=O)c1ccc(Br)cc1
    -1%, 7%, 4%, 25%, -12%, -4, 2%, -2%, 25%[11.4 µM]
(33) CN(CCc1ccccn1)C(=O)CCC1CCCN(C(=O)c2ccc3c(c2)OCCO3)C1 (stereo not given)
    8%, 4%, 6%, 15%, -11%, 0, 0%, 0%, 10%
(34) Cc1ccc(SCC(=O)NCC2COc3ccccc3O2)cc1 (stereo not given)
    1%, 12%, -4%, -21%, -18%, -2, -5%, -3%, ?
(35) CNc1ccc(C=C2c3ccccc3-c3ccccc32)cc1
    nt, nt, -5%, -5%, nt, -3, -1%, -3%, nt
(36) CCOc1ccccc1C=NN1CCCCCC1
    -5%, 3%, 1%[57.1 µM], -13%, -21%, -1, 1%, -4%, -8%
(37) Cc1cc(=O)[nH]c(SC(C(=O)O)c2ccccc2)n1 (stereo not given)
    -1%, 4%, -10%, -8%, -12%, -6, 2%, -4%, 4%
(38) CC(C)(C)OC(=O)N1CCC(NC(=O)c2nc[nH]c2C(=O)N2CCN(C(=O)OC(C)(C)C)CC2)CC1
    7%, 6%, 2%[57.1 µM], -8%[57.1 µM], ?, 0, 1%, -2%, 1%
(39) CCCCN1C(=S)SC(C)(C)C1/[N+]([O-])=C/c1ccc(S(=O)(=O)NC)cc1 (stereo not given)
    9%, 0%, -6%, 15%[0.0914 µM], -6%, -6, 1%, 1%, 26%
(40) O=C(N/N=C\c1coc2ccccc2c1=O)c1ccco1
    4%, 9%, 4%, 3%[57.1 µM], 0%, 3, 2%, 2%, -4%
(41) Cc1ccc2nc(CN3CCN(S(=O)(=O)c4ccccc4)CC3)oc2c1
    0%, 0%, -4%[57.1 µM], 2%[57.1 µM], -15%, -1, -4%, -2%, 30%
(42) Cc1ccc(N(CC(O)CON=C2c3ccccc3-c3ccccc32)S(C)(=O)=O)cc1 (stereo not given)
    -1%, 6%, 3%[57.1 µM], 17%[57.1 µM], -3%, 3, -1%, -3%, -1%
(43) Cc1ccc(N(CC(=O)NC(C)C)C(=O)CCC(=O)Nc2nccs2)cc1
    -1%, -8%, -2%, 22%, 4%, -7, 0%, -2%, 25%
(44) Cc1ccc(-n2ccn(CC(=O)NCCc3ccccc3)c(=O)c2=O)cc1C
    9%&2%, 1%&18%, 20%&-1%, 24%&0%, -17%&-9%, -4&1, -2%&4%, 10%&-1%, -13%&-2%
(45) CCOC(=O)Cc1c(C)nc2c(C#N)c(C)nn2c1C
    -9%, 1%, 104%[activator], 16%, -20%, -1, -5%, -6%, -46%[56.9 µM]
(46) COc1ccc(CCNC(=O)CSc2nnc(CNC(=O)c3ccccc3F)o2)cc1OC
    -2%, -6%, -3%, 10%, -7%, -7, 1%, -4%, -13%
(47) Cc1cccc(CNS(=O)(=O)c2ccc(-c3coc(C)n3)cc2)c1
    -3%, 0%, 2%[57.1 µM], 25%[57.1 µM], -15%, -5, 1%, -4%, -21%
(48) CCOC(=O)c1cc(-c2ccc(OC)cc2)nn1-c1ccc(C(=O)O)cc1
    -26%, 11%, 5%, 5%, -11%, -2, -8%, -1%, -1%
(49) CCCCCCn1c(CN2CCC(C)CC2)nc2c1c(=O)n(C)c(=O)n2C
    -2%, 0%, 7%, 14%, -15%, 2, -1%, -3%, 13%
